Compound activity: PubChem BioAssay, The Scripps Research Institute Molecular Screening Center
TAAR1 antagonist: human TAAR1 antagonism; Q96RJ0; CHO RD-HGA16 TAAR1, Fluo-8 calcium fluorescence, antagonist; inhibition, % at 3 µM; 360,000 tested, 1.5% active; AID 624466;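 active = inhibition above a per-plate cutoff, the mean inhibition of test compounds on that plate plus 3 SD, cut at about 49% in these data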;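 note: 0% = DMSO plus EC80 beta-PEA response and 100% = DMSO alone without agonist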
Target sequence (Q96RJ0 whole entry, looked up): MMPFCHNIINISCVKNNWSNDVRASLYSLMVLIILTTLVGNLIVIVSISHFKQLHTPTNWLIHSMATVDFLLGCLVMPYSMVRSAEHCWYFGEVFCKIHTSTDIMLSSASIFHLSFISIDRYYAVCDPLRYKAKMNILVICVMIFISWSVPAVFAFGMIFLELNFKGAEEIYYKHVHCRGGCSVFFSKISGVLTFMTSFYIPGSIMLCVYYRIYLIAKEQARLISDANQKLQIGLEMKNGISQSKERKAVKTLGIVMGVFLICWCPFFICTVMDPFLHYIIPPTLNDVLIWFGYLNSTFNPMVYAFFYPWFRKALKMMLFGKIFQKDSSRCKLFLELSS
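System: CHO RD-HGA16 cells bearing hTAAR1. Reagent: EC80 β-phenethylamine stimulus. Schedule: seeding 17-24 h prior, 75-min 37 °C, 30-min RT dye loading. Signal: Fluo-8 intracellular calcium dye fluorescence, real-time kinetic reads. Read-out: % inhibition from peak post-agonist over basal fluorescence ratio. Benchmarks: vehicle wells and EC80 agonist wells. Replicates: n of 1.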
CHO-K1 Ca antag: M1 antagonist counterscreen hit in parental CHO-K1 cells. ATP-induced calcium, Fluo-8 fluorescence. inhibition, % at 3 µM. 360,000 tested, 0.6% active;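 active = inhibition above a per-plate cutoff, the plate's mean sample inhibition plus 3 SD, cut at about 24% in these data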;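 note: 0% = DMSO plus EC80 ATP and 100% = DMSO alone without ATP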
CHO parental Ca: counter-screen for OX1R antagonists: effect in parental CHO cells | AID 463079 | inhibition, % at 5.6 µM | 330,000 tested, 0.63% active | parental CHO-K1, ATP-induced calcium, Fluo-8 fluorescence;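 active = inhibition above that plate's mean sample inhibition plus 3 SD, cut at about 26% in these data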;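 note: 0% = ATP-challenged DMSO wells and 100% = DMSO wells without ATP; some compounds past the cut are filed as inactive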
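Test system: untransfected parental CHO cell line. Compound: one dose, 5.6 µM nominal. Detection: intracellular calcium via Fluo-8 no-wash fluorescent dye. Measure: % inhibition. Benchmarks: ATP-challenged DMSO wells low, unchallenged DMSO wells high.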
V1aR counter: activates human V1a receptor in oxytocin agonist counter-screen. 320,000 tested, 0.25% active. P37288. activation, % at 3 µM. AID 2797. CHO-V1R cells, Fluo-8 calcium fluorescence, agonist mode; 0% DMSO, 100% 3 nM vasopressin;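 active = activation above the mean activation of all tested compounds plus 3 SD, per screening run, cut at about 20% in these data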;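 note: signal is peak over basal fluorescence ratio across a 100 second FLIPR read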
Target sequence (P37288 whole entry, looked up): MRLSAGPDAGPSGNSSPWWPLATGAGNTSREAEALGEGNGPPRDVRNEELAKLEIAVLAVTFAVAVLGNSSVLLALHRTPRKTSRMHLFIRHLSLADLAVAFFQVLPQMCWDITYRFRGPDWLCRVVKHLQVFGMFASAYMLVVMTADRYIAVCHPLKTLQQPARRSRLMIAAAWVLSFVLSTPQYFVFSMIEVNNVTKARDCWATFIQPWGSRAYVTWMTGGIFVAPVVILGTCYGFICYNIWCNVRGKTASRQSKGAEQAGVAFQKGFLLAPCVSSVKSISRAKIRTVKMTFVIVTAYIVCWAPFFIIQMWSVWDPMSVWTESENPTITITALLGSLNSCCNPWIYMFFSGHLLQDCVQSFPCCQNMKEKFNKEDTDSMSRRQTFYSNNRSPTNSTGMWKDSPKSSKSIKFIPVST
M1 ag parental: counter-screen for M1 agonists: effect in parental CHO-K1 cells | 360,000 tested, 0.48% active | activation, % at 3 µM | Fluo-8 calcium fluorescence; scaled to maximal ATP response, vehicle zero; in the data active = activation above about 15%;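 note: untransfected CHO-K1 host cells lacking M1 receptor as counterscreen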
GPR7 antagonist: blocks human GPR7 receptor signaling; 290,000 tested, 1.1% active; inhibition, % at 4.4 µM; P48145; GPR7-expressing cells, fluorescence antagonist assay; in the data active = inhibition above about 16%, passing the limit was not always enough;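 note: cells stimulated with the agonist NPW; 0% = agonist with vehicle and 100% = vehicle without agonist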
Target sequence (P48145 whole entry, looked up): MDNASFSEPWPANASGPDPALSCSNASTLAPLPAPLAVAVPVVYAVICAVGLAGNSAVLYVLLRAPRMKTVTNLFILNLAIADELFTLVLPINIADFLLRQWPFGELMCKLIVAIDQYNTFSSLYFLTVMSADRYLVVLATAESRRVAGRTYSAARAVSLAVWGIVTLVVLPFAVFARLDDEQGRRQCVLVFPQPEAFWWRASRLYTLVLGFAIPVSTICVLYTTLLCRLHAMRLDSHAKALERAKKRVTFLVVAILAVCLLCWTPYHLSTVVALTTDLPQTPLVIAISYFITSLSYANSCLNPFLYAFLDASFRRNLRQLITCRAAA
M1 PAM parental: counter-screen for M1 PAMs: effect in parental CHO-K1 cells. ATP EC20, Fluo-8 calcium fluorescence; 0% at ATP EC20, 100% at ATP max. activation, % at 3 µM. AID 602247. 360,000 tested, 0.02% active;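 active = activation above the run cutoff, the mean activation of all test compounds plus 3 SD, cut at about 40% in these data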;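 note: peak over basal fluorescence ratio in a 140 s read after ATP addition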
OXTR potentiator: human OXTR potentiation. CHO-OTR cells, Fluo-8 calcium fluorescence, potentiator mode; 0% = oxytocin EC15, 100% = EC100. 320,000 tested, 0.061% active. activation, % at 3 µM. P30559;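 active = activation above that plate's cutoff, the mean activation of tested compounds plus 3 SD, cut at about 6.6% in these data, passing the limit was not always enough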;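 note: 100% uses oxytocin at 75 nM as the full agonist control; some results filed as inactive read as strong as hits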
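Replication – single well per compound, singlicate · Assay system – CHO cell line stably expressing human OTR · Timing – 6 min pre-incubation, 100 s read · Measure – normalized max/min fluorescence ratio, % activation · Doses – 3.0 µM, one dose · Detection – Fluo-8 calcium dye fluorescence · Probe or stimulus – oxytocin near EC15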
OXTR agonist: activates the human oxytocin receptor; P30559; 320,000 tested, 0.32% active; activation, % at 3 µM; CHO-OTR cells, Fluo-8 calcium fluorescence; normalized: DMSO 0%, oxytocin 100%;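 active = activation above the mean of all tested compounds plus 3 SD, cutoff set per screening run, cut at about 20% in these data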;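 note: peak over basal fluorescence ratio from a 100 s FLIPR kinetic read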
* hit, by the source's call; . = no result given.

Below each SMILES: TAAR1 antagonist | CHO-K1 Ca antag | CHO parental Ca | V1aR counter | M1 ag parental | GPR7 antagonist | M1 PAM parental | OXTR potentiator | OXTR agonist
> COC(=O)C1=NN(C(C)=O)C2(CC(=O)N(c3cccc(C)c3)C2=O)C1 (stereo not drawn)
→ 2.1 | 4.7 | 2.8 | 0.7 | 0.3 | 0.8 | -3.1 | -7.8 | -0.3
> COCCCNc1nc2ccccc2nc1NS(=O)(=O)c1ccc(C)cc1C
→ -27.6 | -10.6 | -15.7 | 0.3 | 1.6 | -6.0 | 6.9 | -0.3 | -0.6
> Cc1nc(CNC(=O)CC2C(=O)NCCN2Cc2ccc(F)cc2)cs1 (stereo not drawn)
→ -18.9 | -7.8 | . | . | 0.4 | -4.3 | 5.0 | . | .
> O=C(NC1CCCCC1)c1cccs1
→ 4.5 | -8.2 | -4.5 | -0.7 | 0.2 | -19.3 | 13.0 | -8.8 | 0.0
> NS(=O)(=O)c1cccc(-n2cnnn2)c1
→ 2.6 | -19.3 | 7.7 | -0.2 | 1.0 | -16.6 | 17.4 | 0.2 | -0.2
> CCn1c(C)nc2cc(C(=O)NNC(=S)NC(=O)c3ccc(OC)cc3)ccc21
→ 2.4 | -6.5 | -15.3 | 0.7 | -0.2 | 0.4 | 2.2 | -2.0 | 0.9
> Cc1csc(NC(=O)c2ccc(Br)s2)n1
→ -2.2 | -14.3 | -5.0 | 4.0 | 5.9 | -5.5 | 0.0 | -11.6 | 1.7
> CCOc1ccc(NC(=S)NCC(c2cccnc2)N2CCOCC2)cc1 (stereo not drawn)
→ 8.0 | 6.2 | -8.2 | 1.1 | -0.2 | 0.6 | 7.4 | -4.0 | 0.4
> Cc1ccccc1OC(C)C(=O)NCc1cccnc1 (stereo not drawn)
→ 6.8 | 8.6 | -4.4 | 0.4 | 2.9 | 4.3 | -21.6 | 0.8 | 1.1
> CCOC(=O)C1CCCN(CCC(=O)Nc2ccc(C)cc2)C1 (stereo not drawn)
→ 15.9 | -0.4 | -12.0 | -0.4 | 0.4 | -9.8 | -2.5 | -1.5 | 0.9
> CC(C)(C)NC(=O)Cn1nnc(-c2cccs2)n1
→ -2.2 | -4.6 | -1.7 | 0.8 | 0.0 | -3.8 | -5.1 | -1.6 | 1.7
> CN(C)CCNC(=O)c1cc2ccccc2oc1=O
→ -11.6 | -1.7 | 3.1 | 0.9 | 0.0 | -11.7 | 11.8 | 0.6 | 0.2
> O=[N+]([O-])c1nn(-c2ccccc2)n(O)c1=NCc1ccc2c(c1)OCO2
→ -15.1 | -23.1 | -8.6 | 1.1 | 0.7 | -9.8 | 0.5 | -4.6 | 1.2
> CC1=CC2=NC(=O)/C(=C\c3cccn3CCOc3cccc(C)c3)C(=N)N2O1
→ 3.4 | -6.0 | -28.3 | -0.9 | 2.4 | -12.2 | 24.2 | -5.2 | -1.8
> COc1ccccc1-n1c(SCC(=O)N2CCCCC2)nnc1-c1ccccc1O
→ -15.3 | -17.3 | -14.2 | -1.1 | 0.9 | -2.7 | 14.2 | 1.0 | 0.0
> COc1ccccc1NC(=O)Cc1noc(CSc2cccc[n+]2[O-])n1
→ 6.8 | 5.3 | 1.4 | 0.1 | -0.2 | -3.4 | 0.4 | -13.1 | 3.9
> O=C(O)CCC(=O)Nc1ccc(N2CCCCC2)c(C(=O)O)c1
→ 12.8 | -4.3 | 4.3 | 1.2 | 0.7 | -15.0 | 22.8 | -6.5 | -0.6
> O=C(c1cc(-c2cccs2)on1)N1CCN(c2ccccc2)CC1
→ . | -7.4 | -19.7 | -0.5 | 0.4 | 7.2 | 7.1 | 0.9 | -1.5
> Cc1ccc(NC(=O)CSCC(=O)Nc2cc(S(=O)(=O)N3CCOCC3)ccc2OC(C)C)cc1
→ 5.6 | -14.0 | . | . | -0.8 | . | 18.5 | . | .
> O=C(CN1C(=O)S/C(=C\C=C\c2ccccc2)C1=O)Nc1cccc(O)c1
→ 32.2 | -3.1 | -0.6 | 1.2 | 0.2 | 3.2 | 12.8 | -7.3 | 0.9
> CC[n+]1c(/C=C/C=C/N(C(C)=O)c2ccccc2)sc2cc(OC)ccc21
→ 25.7 | . | 6.2 | 12.6 | . | -6.7 | . | -10.7 | 29.1*
> Cn1c(=O)[nH]c(=O)c2c1nc(CN1CCN(c3cccc(Cl)c3)CC1)n2CCc1ccccc1
→ -7.5 | -21.6 | -20.7 | -0.2 | 0.0 | -6.5 | 18.5 | -1.4 | -0.8
> COc1cccc(-c2cc(C(=O)NCC3CCCO3)on2)c1 (stereo not drawn)
→ -11.7 | -10.0 | -5.4 | 2.1 | 1.3 | -1.0 | 12.9 | -9.1 | 0.6
> O=C1Cc2cc(O)ccc2O1
→ 2.2 | -10.7 | . | . | 0.2 | . | -8.9 | . | .
> COC(=O)c1sc2ncccc2c1OCc1cccc(Cl)c1
→ -11.6 | -3.8 | -18.1 | -0.8 | 0.5 | -6.5 | 6.0 | -0.9 | -1.1
> Cc1ccc(CNC(=O)c2ccccc2-n2cnnn2)cc1
→ -10.8 | -2.5 | -5.5 | 0.2 | 0.4 | -15.1 | 3.1 | 0.1 | 0.7
> COc1ccc(-c2noc(CCC(=O)Nc3cccc(C)c3)n2)cc1
→ 21.0 | 11.4 | -7.1 | 6.6 | 8.0 | -4.5 | -3.4 | -19.6 | 10.8
> CCOc1[nH]n(-c2ccccc2)c(=O)c1C=Nc1ccc(F)cc1F
→ -4.1 | -23.4 | -10.0 | 0.0 | 0.8 | -17.5 | 32.5 | -1.6 | -0.8
> Cc1ccc(N2CC(C(=O)NCCS(=O)(=O)N3CCN(c4ccc(F)cc4)CC3)CC2=O)cc1 (stereo not drawn)
→ -24.4 | 1.1 | -2.4 | -0.2 | 5.0 | -16.2 | -3.9 | -1.9 | -0.8
> O=C(COC(=O)c1cccc(S(=O)(=O)N2CCc3ccccc32)c1)NC1CCS(=O)(=O)C1 (stereo not drawn)
→ -15.4 | -6.8 | -6.1 | -0.2 | 3.7 | -7.8 | 19.3 | -1.5 | 0.1
> O=C(CCn1nnc2ccccc2c1=O)N[C@H](C(=O)O)c1ccccc1
→ 4.9 | -1.0 | -5.5 | 0.5 | 0.0 | -20.0 | 8.2 | 6.0 | 1.3
> C#CCN(C[C@H]1[C@H](OC(=O)NCc2ccc(OC)c(OC)c2)[C@H](OC(=O)NCc2ccc(OC)c(OC)c2)C[C@@H](C(=O)OC)[C@H]1C(=O)OC)S(=O)(=O)c1ccc(C)cc1
→ 58.1* | -0.9 | . | . | 5.5 | . | 10.2 | . | .
> O=C(N1CCN(c2ccc(F)cc2)CC1)C12CC3CC(CC(C3)C1)C2
→ 4.8 | -13.4 | 1.4 | -0.3 | 0.7 | -5.3 | 3.9 | -19.5 | -1.2
> Cc1ccc2nc(NC(=O)CCCC(=O)O)sc2c1
→ -15.2 | 5.9 | -3.1 | -0.5 | -0.3 | -0.8 | -13.2 | -16.6 | -0.4
> CCCCOc1ccccc1C1NC(=O)CCC1[N+](=O)[O-] (stereo not drawn)
→ -18.3 | 10.8 | -5.6 | 0.2 | 0.2 | 7.9 | -6.2 | -6.0 | -0.8
> CCCOC(=O)c1c(NC(=O)CCC(=O)O)sc2c1CCCCC2
→ -1.8 | 2.2 | -1.1 | 1.9 | 0.7 | -7.0 | 16.6 | -2.6 | 2.1
> Nc1nonc1-n1nnc(C(=O)N/N=C/c2c[nH]c3ccccc23)c1-c1ccccc1
→ 59.0* | -1.7 | 2.1 | 1.0 | 4.0 | -3.5 | 3.5 | -15.9 | 4.5
> Cc1ccc(/C=C/C(=O)Nc2sc(C)c(C)c2C(=O)OC(C)C)o1
→ -6.7 | -16.2 | -8.4 | 1.1 | 0.4 | -6.6 | 17.5 | -0.5 | -1.0
> O=C(CCNC(=O)c1ccc(Br)cc1)NC1CCCc2ccccc21 (stereo not drawn)
→ 6.5 | -1.2 | -17.9 | -0.7 | 1.5 | . | -0.1 | -3.2 | 0.1
> COc1cccc(NS(=O)(=O)NC(=O)c2c(C)[nH]c3ccccc23)c1
→ -11.7 | -4.8 | -15.8 | 0.8 | 0.7 | -0.3 | 9.5 | -5.2 | -0.4

3 compounds already listed, ordered by their value in GPR7 antagonist, ascending:
| SMILES | GPR7 antagonist |
| --- | --- |
| O=C(CCn1nnc2ccccc2c1=O)N[C@H](C(=O)O)c1ccccc1 | -20.0 |
| CCCOC(=O)c1c(NC(=O)CCC(=O)O)sc2c1CCCCC2 | -7.0 |
| O=C(N1CCN(c2ccc(F)cc2)CC1)C12CC3CC(CC(C3)C1)C2 | -5.3 |

Carrying on.
Below each SMILES: TAAR1 antagonist | CHO-K1 Ca antag | CHO parental Ca | V1aR counter | M1 ag parental | GPR7 antagonist | M1 PAM parental | OXTR potentiator | OXTR agonist
> Cn1cnnc1SC/C(O)=C(\C#N)c1nc2ccccc2[nH]1
→ 7.8 | -4.8 | -2.5 | -0.1 | -0.1 | -5.4 | 17.6 | -16.8 | 0.5
> O=C(C(=O)N1CCOCC1)c1c[nH]c2ccccc12
→ -8.6 | 4.3 | -3.4 | 1.3 | -0.2 | -4.0 | -3.8 | -1.5 | 0.6
> CN1CCN(C(=O)C2=C[C@@H](c3ccc4c(c3)OCO4)C[C@@H](OCc3ccc(CO)cc3)O2)CC1
→ -10.6 | -17.4 | -8.4 | 2.0 | 0.3 | -17.5 | 14.4 | -11.7 | 1.0
> Cc1cc2nc(C)n3c4ccccc4nc3n2n1
→ -7.3 | 0.9 | -11.1 | -0.2 | 1.8 | -3.4 | 18.1 | -3.4 | -0.8
> Clc1ccc2nc(C3CCCCC3)c(Cc3ccccc3)n2c1
→ -8.7 | 1.9 | . | . | -0.1 | . | -7.2 | . | .
> CCNc1sc(C(=O)OCC)c(N)c1C#N
→ -1.9 | -6.4 | 2.6 | -1.3 | -0.3 | -4.9 | 4.1 | -4.5 | -1.0
> CCCOc1ccc(OCCSc2nnc(N)s2)cc1
→ -0.5 | -13.4 | -8.3 | 4.2 | 1.8 | -5.6 | 17.0 | -13.0 | 5.9
> Cc1sc(NC(=O)C2CCCCC2C(=O)O)c(C(N)=O)c1-c1ccccc1 (stereo not drawn)
→ -3.7 | -3.7 | -3.5 | 0.0 | 1.1 | 3.8 | 12.6 | -4.3 | -0.8
> O=C1[C@H]2[C@@H](c3ccc(F)cc3)N3C(=O)N(c4cccc(Cl)c4)C(=O)[C@@]3(Cc3ccc(Cl)cc3)[C@H]2C(=O)N1C1CCCCC1
→ -2.9 | -19.9 | -15.8 | -0.1 | 1.0 | 0.6 | -7.3 | -6.2 | -0.8
> CCOc1ccc2nc(SC3CC(=O)N(c4ccccc4)C3=O)sc2c1 (stereo not drawn)
→ . | -17.3 | -15.2 | 0.0 | -0.1 | -14.1 | 4.2 | -11.6 | -1.6
> COc1ccc(-c2cc(C(F)(F)F)n3nc(C(=O)Nc4c(C)n(C)n(-c5ccccc5)c4=O)cc3n2)cc1
→ 14.3 | 3.6 | . | . | -0.6 | -2.8 | 7.0 | . | .
